Assay outcomes deposited in PubChem BioAssay by National Center for Advancing Translational Sciences (NCATS).
RECQ1 inh: RECQ1 (human) helicase inhibition; AID 2549; RECQ1 DNA unwinding, red fluorescence kinetic read; 0.54% of 240,000 active; Potency, µM (doses to about 57.3 µM), without a hit: at the top dose activity, negative = inhibition, most hits filed as inhibitors; P46063;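 further: plate controls were vehicle for no effect and no enzyme for full effect; nearly all actives have a fitted effect of over 30% in size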
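50 nM RECQ1T1 preincubated 15 min with compound in Tris pH 8.0 buffer with MgCl2, DTT, Tween-20 and 2.5 ug/ml poly(dI-dC); started with 200 nM TAMRA/BHQ-2 forked duplex and 2 mM ATP. Unwinding read as fluorescence (525/598 nm), two reads 2 h apart.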
SMN2 splice up: enhancers of SMN2 splice variant expression. HEK293 SMN2-luciferase splicing reporter, luminescence, 30-36 h. Potency, µM (doses to about 46.1 µM), for inactives: top-dose activity change, positive = activation, usual class: activators. 2.8% of 210,000 active; further: % of control where 0% means no effect; nearly all actives have a fitted effect of over 55% in size
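HEK293 cells carry an SMN2 […]–luciferase reporter in which exon 7 inclusion puts luciferase in frame. Cells were plated 10-12 h before compound addition, then incubated 30-36 h at 37C. ONE-Glo luminescence was read; sodium butyrate at 4.5 mM final served as control.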
Tau ThT inhib: tau fibrillization inhibition (ThT binding); Potency, µM (top dose mostly 57.4 µM), without a hit: at the top dose activity, negative = inhibition, actives largely listed as inhibitors; 2.1% of 270,000 active; AID 1460; recombinant tau K18 P301L, heparin-induced fibrillization, ThT fluorescence; further: on the % scale 0 is the no-effect control and ±100 the full control effect; nearly all actives have a fitted effect of over 55% in size
Target sequence (P10636 561-689 P618L limits assumed): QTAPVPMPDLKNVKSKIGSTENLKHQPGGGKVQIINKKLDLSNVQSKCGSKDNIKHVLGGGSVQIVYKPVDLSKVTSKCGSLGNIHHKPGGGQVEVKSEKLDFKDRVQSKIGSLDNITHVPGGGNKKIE
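Fibril formation assay: tau K18 P301L at 15 uM with trace Alexa 594 label, heparin inducer 20 uM, pH 7 sodium acetate buffer, 37 C for 6 hr; endpoint ThT signal.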
JMJD2E inh: blocks human JMJD2E demethylase activity; B2RXH2; 1.6% of 230,000 active; JMJD2E catalytic domain, FDH-coupled NADH fluorescence (FDH is formaldehyde dehydrogenase); Potency, µM (highest dose often 57.1 µM), for the others: at the top dose activity change, negative = inhibition, actives largely listed as inhibitors; active means well fitted inhibition curve with a large enough effect, not every such curve was filed as active; inconclusive means small, poorly fitted or top-dose-only effect, or another doubt; inactive means no such curve, though single readings can be large or run the other way;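 further: 0% = wells with enzyme and -100% = buffer wells without enzyme; nearly all actives have a fitted effect of over 50% in size; many of its hits are not listed in these tables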
LMNA splice mod: changes lamin A minigene splicing in HeLa cells | HeLa LMNA splicing GFP/RFP minigene ratio, 48 h | Potency, µM (highest dose often 46.1 µM), for the others: at the top dose ratio change, negative = inhibition, hits mostly inhibitors | 0.01% of 200,000 active | AID 1487; active means well fitted inhibition curve with a large enough effect in the signal ratio, with a control signal flat, not every such curve was filed as active; inconclusive means small, poorly fitted or top-dose-only effect, or effect the other way, or a change in a side signal; the % refers to the signal ratio; further: on the % scale 0 is the no-effect control and ±100 the full control effect
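S3 HeLa stable clones carrying a lamin A-EGFP splicing minigene plus DsRed2 were seeded at 600 cells/well in Opti-MEM with 2% FBS, pin-dosed and incubated 48 h at 37°C. Acumen cytometry (488 nm) gave the GFP/RFP total-intensity ratio.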
Luc counter: blocks Kinase-Glo luciferase, a counter-screen artifact; Kinase-Glo luciferase, ATP luminescence, 8 min; Q27757; Potency, µM (top dose mostly 38.3 µM), inactives show top-dose activity change, negative = inhibition, hits mostly inhibitors; 0.28% of 200,000 active; further: on the % scale 0 is the no-effect control and ±100 the full control effect; nearly all actives have a fitted effect of over 60% in size
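Recombinant Kinase-Glo luciferase, 10 uM ATP (linear range), luciferin; imidazole pH 7.2 / KCl / MgCl2 / Tween / BSA buffer; 8 min RT; luminescence.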
ALDH1A1 inh: inhibitors of human aldehyde dehydrogenase 1A1; P00352; Purified ALDH1A1, NADH fluorescence, propionaldehyde substrate; Potency, µM (titrated, usually from 75.3 µM), for the others: at the highest dose activity, negative = inhibition, usual class: inhibitors; 7.3% of 220,000 active; AID 1030; active means well fitted inhibition curve with a large enough effect, not every such curve was filed as active; inconclusive means small, poorly fitted or top-dose-only effect, or another doubt; inactive means no such curve, though single readings can be large or run the other way;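 further: plate controls were no enzyme wells and a reference inhibitor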
L3MBTL1 block: L3MBTL1 (human) inhibition | AID 485360 | Potency, µM (titrated, usually from 57.1 µM), for inactives: at the top dose activity, negative = inhibition, usual class: inhibitors | 0.66% of 230,000 active | Q9Y468 | AlphaScreen L3MBTL1–H3K9me1 peptide binding; further: on the % scale 0 is the no-effect control and ±100 the full control effect; nearly all actives have a fitted effect of over 60% in size
Target sequence (Q9Y468 whole entry, looked up): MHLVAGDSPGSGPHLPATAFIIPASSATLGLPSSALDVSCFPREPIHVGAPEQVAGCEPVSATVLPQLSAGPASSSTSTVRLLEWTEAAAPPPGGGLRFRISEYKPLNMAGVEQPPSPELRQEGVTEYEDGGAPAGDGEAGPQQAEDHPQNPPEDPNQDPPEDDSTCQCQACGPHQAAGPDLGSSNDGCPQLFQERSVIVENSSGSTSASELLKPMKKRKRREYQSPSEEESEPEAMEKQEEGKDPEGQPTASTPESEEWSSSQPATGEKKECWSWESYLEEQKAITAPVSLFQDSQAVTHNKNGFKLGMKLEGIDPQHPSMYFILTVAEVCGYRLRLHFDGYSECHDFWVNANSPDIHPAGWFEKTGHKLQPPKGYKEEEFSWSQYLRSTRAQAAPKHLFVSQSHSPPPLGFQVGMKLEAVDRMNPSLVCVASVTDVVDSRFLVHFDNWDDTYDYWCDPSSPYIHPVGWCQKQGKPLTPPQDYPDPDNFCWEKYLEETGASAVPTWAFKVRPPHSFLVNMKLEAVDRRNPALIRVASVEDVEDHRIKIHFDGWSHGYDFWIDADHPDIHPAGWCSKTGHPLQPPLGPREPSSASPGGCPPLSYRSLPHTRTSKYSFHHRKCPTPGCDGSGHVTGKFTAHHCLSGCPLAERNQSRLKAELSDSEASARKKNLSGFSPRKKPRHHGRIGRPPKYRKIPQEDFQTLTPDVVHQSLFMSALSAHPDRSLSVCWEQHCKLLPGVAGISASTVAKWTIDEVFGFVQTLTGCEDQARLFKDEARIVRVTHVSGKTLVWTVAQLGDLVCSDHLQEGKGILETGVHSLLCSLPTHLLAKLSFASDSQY
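L3MBTL1 (50 nM) pre-complexed 30 min with biotinylated H3(1-15)K9me1 peptide (75 nM), then compounds added for 30 min at room temperature; AlphaScreen streptavidin donor/nickel chelate acceptor beads (10 ug/mL final) read after 30 min dark incubation.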
* marks the source's active call; other numbers are inactive results; i = inactive; u = inconclusive; x = no result given; [ ] = remark or other dose. Unless noted, the call rests on the fitted dose curve; in most records, active means well fitted curve in the direction sought with a large enough effect; inconclusive means small, poorly fitted or top-dose-only effect, or another doubt; inactive means no such curve, though single readings can be large; an effect the other way counts as inactive or inconclusive. Potency means the concentration at half of the fitted maximal effect. These rows are one share of the data. The share of hits here may be higher or lower than overall.

SMILES	RECQ1 inh	SMN2 splice up	Tau ThT inhib	JMJD2E inh	LMNA splice mod	Luc counter	ALDH1A1 inh	L3MBTL1 block
Cc1ccc(NC(=O)/C=C\C(=O)O)c([N+](=O)[O-])c1	-1.2%	5.3%	-14.5%	1.3%	0.7%	2.7%	12.6µM*	17.7%
COc1ccccc1N1CCN(C(=O)c2ccncc2)CC1	-3.3%	-5.8%	-6.8%	-10.3%	-4.0%	8.4%	-7.3%	1.8%
Cc1c(Cl)cccc1NC(=S)N1CCOCC1	-15.4%	-5.0%	-1.4%	3.3%	-15.4%	3.6%	3.6%	2.0%
Cc1cc(C)cc(C(=O)NCC(=O)OCC(=O)Nc2ccc(C)cc2Br)c1	-1.1%	15.3%	-1.8%	0.8%	-4.8%[46 µM]	2.8%	-3.8%	x
O=C(CSc1nnc(-c2ccncc2)n1Cc1ccco1)N1c2ccccc2Sc2ccc(Cl)cc21	-9.3%	-45.7%[inhibitor]	u	-8.5%	-8.7%	1.1%	-1.5%	5.9%
COc1ccc2c(C)cc(SCC(=O)Nc3cccnc3Cl)nc2c1	6.8%	-2.2%	-4.3%	-10.7%	-14.2%[46 µM]	0.1%	0.4%	-8.6%
COC(=O)CSc1nnc(-c2ccco2)n1Cc1ccco1	-9.7%	-0.3%	-5.4%	u	1.6%	1.6%	14.1µM*	-7.8%
Cn1c(=O)[nH]c(=O)c2c1nc(N1CCN(c3cccc(Cl)c3)CC1)n2CCCc1ccccc1	-10.3%	u	-3.7%	-0.4%	12.1%	-1.3%	1.5%	-0.6%
COc1ccc(/C=C/C(=O)O/N=C(\N)c2ccccc2)cc1OC	-3.5%	u	u	u	-6.2%	0.1%	u	14.6%
CC(C)OC(=O)c1c(NC(=O)c2cnn3c2NC(c2ccccc2)CC3C(F)(F)F)sc2c1CCCC2 (stereo not given)	i	-27.9%	-3.7%	u	24.9%	-3.6%	1.3%	x
O=C(CC(=O)c1ccccc1)Nc1ccc2c(c1)OCCO2	i	12.6µM*	-0.4%	-3.6%	-5.3%	-6.3%	-6.6%	-6.1%
Cc1cc(C)n(-c2nc3c(c(=O)[nH]c(=O)n3C)n2Cc2ccccc2)n1	-9.3%	-6.2%	1.2%	-11.8%	4.6%	2.0%	-3.8%	-0.2%

Records listed so far marked active in ALDH1A1 inh.
compound	RECQ1 inh	SMN2 splice up	Tau ThT inhib	JMJD2E inh	ALDH1A1 inh	L3MBTL1 block
Cc1ccc(NC(=O)/C=C\C(=O)O)c([N+](=O)[O-])c1	-1.2%	5.3%	-14.5%	1.3%	12.6µM*	17.7%
COC(=O)CSc1nnc(-c2ccco2)n1Cc1ccco1	-9.7%	-0.3%	-5.4%	u	14.1µM*	-7.8%

Other structures follow:
SMILES	RECQ1 inh	SMN2 splice up	Tau ThT inhib	JMJD2E inh	LMNA splice mod	Luc counter	ALDH1A1 inh	L3MBTL1 block
C=CCN(C#N)c1nc(OC)nc(N2CCCC2)n1	-4.0%	-22.5%	-2.2%	12.0%	8.1%	1.5%	-9.3%	2.2%
CCn1cc([N+](=O)[O-])c(C(=O)NCc2ccc(Cl)cc2)n1	4.2%	x	6.0%	1.4%	33.6%[46 µM]	-0.3%	7.6%	-0.3%
Cc1occc1C(=O)NN=C1C2CC3CC(C2)CC1C3	-9.0%	16.4%	-4.0%	48.4%[activator]	-5.8%	3.6%	u	u
CCn1c(SCC(=O)N2CCCCC2)nc(O)cc1=O	-3.1%	17.7%	-8.4%	3.6%	12.5%	3.8%	0.8%	3.7%
CCn1nnc2cc(C(=O)O)ccc21	-10.9%	x	-0.7%	1.6%	6.2%[46 µM]	x	2.1%	-8.1%
C=CCN1C(c2ccccc2)=CS/C1=C(/C#N)c1nnc(N2CCOCC2)n1-c1ccccc1	-10.2%	13.3%	-0.7%	u	5.6%	1.1%	5.62µM*	7.6%
CCN(CCNC(=O)CC1Oc2ccccc2NC1=O)c1ccccc1 (stereo not given)	-1.6%	-13.2%	-13.1%	8.3%	-2.2%	3.7%	4.5%	x
CC(=O)c1cccc(NC(=O)C2CC(=O)N(Cc3ccccc3)C2)c1 (stereo not given)	-4.0%	17.2%	-11.0%	-1.8%	4.8%	-0.1%	-5.9%	x
O=C(c1cccc(Br)c1)N1CCN(S(=O)(=O)N2CCOCC2)CC1	26.9%	x	9.5%	-4.3%	x	-0.5%	4.4%	9.5%
Cc1ccc(C)c(N2CCN(C(=O)C3CCN(c4nc(C)cc(C)n4)CC3)CC2)c1	i	3.9%	-17.7%	u	-21.9%	3.5%	u	x
COc1cccc(-c2c(C#N)c(SC)nc3cc(C)nn23)c1	1.6%	x	0.6%	-3.3%	x	x	x	0.8%
Cc1cc(C)n(-c2cc(Oc3ccccc3)ncn2)n1	i	-31.4%[inhibitor]	-17.7%	2.0%	8.7%	-0.1%	u	x
CCOC(=O)c1ccc(CC2S/C(=C(\C#N)C(C)=O)NC2=O)cc1 (stereo not given)	0.6%	18.0%	u	u	u	-1.5%	-13.7%	x
Clc1ccc2c(NNc3ccccc3Cl)ccnc2c1	i	x	-12.8%	2.6%	-6.5%	x	4.5%	u
CCCC12CN3CC(C)(CN(C1)C31C(=O)Nc3ccc(C)cc31)C2=O (stereo not given)	-8.8%	6.7%	-4.3%	1.3%	1.6%	1.4%	u	x
O=[N+]([O-])c1cc(S(=O)(=O)N2CCCC2)ccc1N/N=C/c1ccccn1	-6.0%	-2.0%	-11.0%	-0.2%	6.3%	0.9%	1.3%	3.4%
COc1ccccc1C(=O)NCC(=O)Nc1ccccc1	-1.9%	14.1%	-0.7%	3.9%	-2.7%	1.5%	-0.4%	x
CN(c1ccc(C(=O)Nc2ccccc2C(=O)N2CCCC2)cc1)S(C)(=O)=O	i	-6.5%	7.2%	2.0%	13.5%	-0.8%	7.2%	x
COc1ccc(/C=N/NC(=S)Nc2ccccc2)cc1	i	10µM*	9.4%	-16.2%	x	-3.9%	-10.7%	31.1%[activator]
CCCSc1nc2c(cnn2-c2ccc(C)c(C)c2)c(=O)[nH]1	-10.1%	-8.3%	-3.9%	7.8%	-0.8%	-2.7%	4.2%	x
O=C1C(=O)N(Cc2ccccc2)C(=O)N1CCN1C(=O)c2ccccc2C1=O	2.3%	3.5%	7.2%	1.7%	-0.4%[46 µM]	2.2%	-10.6%	-2.2%
c1ccc(-n2nnnc2SCCCSc2nc3ccccc3s2)cc1	-17.7%	-26.4%	-21.9%	-4.6%	6.8%	-1.7%	1.26µM*	58.0%[activator]
CCN(CC)c1ccc(N=Cc2c(C)[nH]c3ccccc23)cc1	i	16.7%	8.91µM*	0.794µM*	u	-3.3%	0.447µM*	u
Cc1cccc(C)c1NC(=O)COc1cccc(/C=N/NC(=O)C(=O)NCc2ccccc2)c1	-1.9%	-11.1%	0.3%	1.2%	5.2%	-2.4%	15.0%	6.1%

Next section; the last 2 above are carried over.
SMILES	RECQ1 inh	SMN2 splice up	Tau ThT inhib	JMJD2E inh	LMNA splice mod	Luc counter	ALDH1A1 inh	L3MBTL1 block
CCN(CC)c1ccc(N=Cc2c(C)[nH]c3ccccc23)cc1	i	16.7%	8.91µM*	0.794µM*	u	-3.3%	0.447µM*	u
Cc1cccc(C)c1NC(=O)COc1cccc(/C=N/NC(=O)C(=O)NCc2ccccc2)c1	-1.9%	-11.1%	0.3%	1.2%	5.2%	-2.4%	15.0%	6.1%
COc1ccc(S(=O)(=O)N2CCOCC2)cc1NC(=O)Cc1c(Cl)cccc1Cl	-8.9%	8.3%	8.3%	0.0%	11.6%	-1.4%	-1.9%	-7.7%
CC1(C)Cc2c(C#N)c(SCCOc3ccccc3)nc(N3CCOCC3)c2CO1	-12.6%	-54.9%[inhibitor]	-7.2%	-28.1%	u	2.6%	u	-3.8%[11.4 µM]
Cc1nn(Cc2c(F)c(F)c(F)c(F)c2F)c(C)c1NC(=O)c1c(-c2ccccc2)nn(-c2ccccc2)c1C	0.2%	-39.9%[inhibitor]	-0.3%	7.5%	4.1%	-3.5%	4.2%	2.1%
COC(=O)c1cc(=O)nc2sccn12	-4.8%	u	-12.4%	u	7.0%	2.2%	u	x
Cc1cccc(C)c1NC(=S)N(Cc1ccccc1)Cc1cccnc1	-7.9%	-11.0%	-12.1%	6.4%	x	0.8%	0.7%	x
COCCn1c(=O)c(-c2ccc(F)cc2)nc2cnc(OCc3ccccc3)nc21	-2.1%	4.2%	x	x	x	-1.0%	u	x
CCN(CC)S(=O)(=O)c1ccc(C)c(C)c1	-9.3%	-3.3%	-10.6%	-2.0%	16.7%	1.0%	-4.1%	x
CCOC(=O)c1[nH]c2ccc(OC)cc2c1NC(=O)N1CCOCC1	0.3%	9.2%	-15.0%	u	1.8%	-3.0%	u	2.9%
COc1ccccc1Nc1nc(NCC(C)C)nc(N)c1[N+](=O)[O-]	-1.3%	x	u	-6.5%	x	x	x	-7.8%
O=C(c1ccccc1)c1cc([N+](=O)[O-])ccc1N1CCCC1	-3.5%	-60.2%[inhibitor]	u	1.1%	u	4.1%	-8.6%	-12.8%
COc1cccc(C2=NOC(C(=O)NCc3ccco3)C2)c1 (stereo not given)	7.7%	-4.3%	-1.8%	-18.1%	u	-3.7%	u	-4.2%
Cc1nn(C)c(C)c1NC(=O)c1ccc(Br)o1	i	x	-2.4%	4.9%	x	1.1%	3.5%	x
O=C(Nc1ccc2c(c1)OCCO2)c1cncc(Br)c1	-3.8%	10µM*	-13.1%	1.3%	8.5%	-7.6%	-5.5%	u
CCc1cccc(CC)c1NC(=S)Nc1ccccc1	i	x	-6.4%	6.2%	-14.7%[46 µM]	0.9%	3.4%	-2.0%
CCCCCC(/C=N/Nc1ccc(S(=O)(=O)N2CCOCC2)cc1[N+](=O)[O-])=C\c1ccccc1	i	-31.6%[inhibitor]	-15.4%	-0.4%	-4.4%	-2.5%	-3.5%	x
Cc1cc(C)n(Cc2n[nH]c(=S)n2Cc2ccccc2)n1	11.3%	-2.0%	-2.4%	3.0%	9.2%	-4.2%	2.4%	-3.0%
